Screens deposited in PubChem BioAssay by several laboratories.
Scp-1 inhibitor = Scp-1 phosphatase inhibitors, primary screen, biochemical, colorimetric, uHTS; Carboxy-terminal domain RNA polymerase II polypeptide A small phosphatase 1 (Homo …; Recombinant Scp1, phosphopeptide, malachite green phosphate absorbance; inhibition, % at 20 µM; actives 0.88% (n = 340,000); AID 493091, 2011;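 active = inhibition above about 50% at 20 µM, limit read from the data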;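 also: plate controls were DMSO wells with enzyme for no effect and wells lacking enzyme for full effect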
Target sequence (Q9GZU7 76-261 limits assumed): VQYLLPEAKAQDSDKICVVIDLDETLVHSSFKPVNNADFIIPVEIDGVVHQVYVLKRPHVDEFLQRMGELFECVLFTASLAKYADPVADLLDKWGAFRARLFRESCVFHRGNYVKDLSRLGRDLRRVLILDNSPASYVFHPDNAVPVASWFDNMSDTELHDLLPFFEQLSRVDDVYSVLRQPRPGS
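Test system: SCP-1 catalytic domain; Buffer or medium: Acidic Tris acetate buffer with magnesium and detergent; Also added: Phosphorylated 17-residue peptide substrate; Compound: single 20 µM dose, 1% DMSO; Schedule: enzyme reaction 45 min at room temperature, colour 5 min, stabilisation 30 min; Signal: Phosphate-binding colour reagent, absorbance read at 630 nm.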
NRP1-CendR mod = modulators of CendR peptide binding to NRP-1, primary screen, biochemical, fluorescence polarization, uHTS; Neuropilin-1 (Homo sapiens), O14786; FAM-RPARPAR peptide binding to NRP-1; inhibition, % at 25 µM; actives 0.85% (n = 360,000); AID 602438, 2012;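 active = inhibition or corrected inhibition above about 18%, plus a signal ratio from 0.5 to 1.5, limit read from the data, passing the limit was not always enough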; also: strong numbers were not always called active
LMPTP inh = LMPTP phosphatase inhibitors, primary screen, biochemical, fluorescence intensity, uHTS; recombinant LMPTP-A, OMFP fluorogenic substrate; actives 0.22% (n = 360,000); Low molecular weight phosphotyrosine protein phosphatase (Homo sapiens), P24666; AID 651560, 2012; inhibition, % at 20 µM;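 active = compounds that cut the enzyme signal by at least half of the control window in the single-dose screen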;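 also: plate controls were DMSO wells with enzyme plus substrate for no effect and substrate without enzyme for full effect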
Target sequence (P24666 whole entry, looked up): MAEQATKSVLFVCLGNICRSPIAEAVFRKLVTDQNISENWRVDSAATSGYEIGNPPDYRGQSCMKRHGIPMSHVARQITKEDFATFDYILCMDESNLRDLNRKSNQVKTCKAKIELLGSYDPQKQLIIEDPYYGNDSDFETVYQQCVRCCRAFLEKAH
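Test system: LMPTP-A phosphatase enzyme; input: 0.625 nM LMPTP-A final; reagent: OMFP substrate, 400 µM final; compound dosing: 20 µM single dose, 3% DMSO; incubation: 50 min dark incubation at room temperature; measured by: endpoint fluorescence intensity from OMFP dephosphorylation; measure: % inhibition relative to no-enzyme and uninhibited control wells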
SUMO1-SIM PPI = modulators of SUMO1 protein-protein interactions, primary screen, biochemical, uHTS | Small ubiquitin-related modifier 1 (Homo sapiens), P63165 | SUMO1 binding to a labelled peptide, TR-FRET, 1 h | inhibition, % at 20 µM | actives 0.33% (n = 360,000) | AID 602429, 2012; in the data active = inhibition above about 37%
Target sequence (P63165 whole entry, looked up): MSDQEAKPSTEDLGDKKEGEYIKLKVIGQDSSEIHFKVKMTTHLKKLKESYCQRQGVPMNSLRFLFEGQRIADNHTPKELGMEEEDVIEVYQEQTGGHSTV
Tb MetRS inh = T. brucei MetRS inhibitors, primary screen, biochemical, luminescence; actives 0.4% (n = 360,000); inhibition, % at 11.9 µM; AID 624268, 2012; purified T. brucei MetRS, ATP depletion, Kinase-Glo luminescence; methionyl-tRNA synthetase (Trypanosoma brucei brucei);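 active = inhibition above a per-plate cutoff of the control wells' mean inhibition plus 3 SD, cut at about 5.5% in these data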;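 also: 0% = DMSO wells median and 100% = median of wells with control inhibitor compound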
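Dosing: 11.9 µM single point; system: parasite MetRS enzyme; technique: luminescence of leftover ATP; times: 15 min enzyme-compound preincubation, 2 h reaction, 10 min detection, 25 °C; replicates: each compound tested once; read-out basis: percent inhibition relative to median high and low control wells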
Neddyl block = inhibitors of cullin neddylation, primary screen, biochemical, TR-FRET, uHTS, NAE and Ubc12. NEDD8-conjugating enzyme Ubc12 (Homo sapiens) + NEDD8-activating enzyme E1 regulatory …. calls only at 25 µM. actives 0.58% (n = 360,000); in the data active = inhibition above about 36%
DNMT1 inh = human DNMT1 methyltransferase inhibitors, primary screen, biochemical, molecular beacon, fluorescence, HinP1I cleavage, uHTS | actives 0.83% (n = 360,000) | inhibition (reported as % activation of signal), % at 10 µM; in the data active = inhibition above about 50%
NadD inh = inhibitors of S. aureus NadD, primary screen, biochemical, colorimetric, uHTS; purified NadD enzyme, colorimetric absorbance read-out; actives 0.78% (n = 360,000); inhibition, % at 20 µM; in the data active = inhibition above about 26%; also: some compounds past the cut are filed as inactive
STEP block = STEP phosphatase inhibitors, primary screen, biochemical, fluorescence intensity, uHTS; Tyrosine-protein phosphatase non-receptor type 5 (Homo sapiens), P54829; recombinant STEP, OMFP fluorogenic substrate; inhibition, % at 20 µM; actives 0.25% (n = 360,000); AID 588621, 2011;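 active = inhibition at 20 µM, scaled per plate between control wells, above about 37%, limit read from the data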;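 also: 0% = DMSO with enzyme and substrate and 100% = substrate only without enzyme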
Target sequence (P54829 whole entry, looked up): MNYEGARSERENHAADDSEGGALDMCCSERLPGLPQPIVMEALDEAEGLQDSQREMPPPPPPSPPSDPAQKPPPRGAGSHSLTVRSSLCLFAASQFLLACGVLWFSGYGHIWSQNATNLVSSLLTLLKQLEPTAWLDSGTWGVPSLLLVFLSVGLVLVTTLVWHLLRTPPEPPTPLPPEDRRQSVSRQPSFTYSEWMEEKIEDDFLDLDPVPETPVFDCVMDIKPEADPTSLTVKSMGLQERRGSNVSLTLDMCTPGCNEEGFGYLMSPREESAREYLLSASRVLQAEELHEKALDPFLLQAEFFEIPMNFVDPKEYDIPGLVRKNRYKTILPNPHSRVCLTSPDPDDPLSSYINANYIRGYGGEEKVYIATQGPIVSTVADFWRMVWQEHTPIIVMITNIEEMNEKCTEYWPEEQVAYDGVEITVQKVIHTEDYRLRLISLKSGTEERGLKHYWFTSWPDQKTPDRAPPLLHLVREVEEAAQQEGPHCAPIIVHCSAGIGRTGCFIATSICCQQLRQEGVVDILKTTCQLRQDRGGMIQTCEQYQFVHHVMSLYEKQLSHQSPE
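Material: STEP (striatal-enriched tyrosine phosphatase) enzyme, cell-free; Compound dosing: 20 µM single dose in 1% DMSO; Technique: fluorescence read at 480 nm ex / 540 nm em; Times: reaction 20 min, ambient temperature; Medium: 50 mM Bis-Tris pH 6.0 with 2.5 mM DTT and 0.005% Tween 20; Also added: OMFP at 25 µM.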
SKN-1 inh = suppressors of acrylamide-induced Pgst-4::GFP reporter in worms, primary screen, SKN-1 inhibitor project, whole organism, uHTS, GFP/RFP fluorescence ratio, strain VP596; C. elegans VP596 Pgst-4::GFP/RFP ratio, 24 h; inhibition, % at 21.8 µM; actives 0.49% (n = 360,000); AID 624304, 2012;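 active = interference check ratio from 0.5 to 1.5 plus GFP to RFP signal ratio inhibition reaching or exceeding a fixed threshold, cut at about 30% in these data, passing the limit was not always enough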; also: some compounds called inactive have numbers as strong as hits
* marks the source's active call; other numbers are inactive results; i = inactive; / = no result given.

SMILES	Scp-1 inhibitor	NRP1-CendR mod	LMPTP inh	SUMO1-SIM PPI	Tb MetRS inh	Neddyl block	DNMT1 inh	NadD inh	STEP block	SKN-1 inh
CCC(C)NC(=O)CN(C1CCCCC1)S(C)(=O)=O (stereo not drawn)	15	10	-1.6	1	-0.7	i	1	2	1	3
Cc1ccc2nc(-c3ccc(O)cc3)c(Nc3ccc4c(c3)OCCO4)n2c1	10	0	0.6	-3	-0.7	/	-19	5	-4	-4
CCN(CC(=O)Nc1c(F)cccc1F)C(=O)Cc1ccc(S(=O)(=O)N2CCOCC2)s1	-7	-4	-6.7	-12	-0.3	i	-3	-1	-2	-1
O=C(NCCCn1ccnc1)c1ccco1	-8	-9	-1.2	2	-0.9	i	-1	3	0	-8
Cc1cc2ccccn2c1C(=O)c1nc(NCc2ccccc2)ncc1Cl	-5	-2	3.2	-4	-0.7	i	-4	-7	-6	5
Cc1ccnn1CC(=O)N/N=C/c1ccc([N+](=O)[O-])s1	-5	-8	-2.0	-38	-0.4	i	-15	-8	2	1
CCCS(=O)(=O)NC(=O)C1(C)CCCN(C(=O)c2ccccc2)C1 (stereo not drawn)	/	-12	1.3	-2	-0.4	i	1	-5	1	7
Cn1c(-c2ccc3c(c2)OCO3)cnc1NC(=O)CCC(=O)NCCc1ccccc1	-8	3	0.5	0	-0.2	i	1	-1	0	12
COc1ccc(NC(=O)NNS(=O)(=O)c2cc(C)ccc2C)cc1OC	-10	4	-1.8	3	0.5	i	-1	1	1	-10
Clc1ccc(N2COC3c4cccc5cccc(c45)C32)cc1 (stereo not drawn)	-18	4	1.7	-3	0.6	i	0	-3	2	12
COc1ccc(NC(=O)C2CCCN(S(=O)(=O)c3ccc4c(c3)oc(=O)n4C)C2)c(OC)c1 (stereo not drawn)	-7	2	-0.6	7	-0.1	i	-1	-3	-2	-11
CCCCN(CC)C(=O)/C=C/c1cccc([N+](=O)[O-])c1	-7	-8	-0.7	-22	0.3	i	5	-5	0	-2

A draw from above in order of molar mass, high to low:
SMILES	Scp-1 inhibitor	NRP1-CendR mod	LMPTP inh	SUMO1-SIM PPI	Tb MetRS inh	Neddyl block	DNMT1 inh	NadD inh	STEP block	SKN-1 inh
COc1ccc(NC(=O)NNS(=O)(=O)c2cc(C)ccc2C)cc1OC	-10	4	-1.8	3	0.5	i	-1	1	1	-10
Cc1cc2ccccn2c1C(=O)c1nc(NCc2ccccc2)ncc1Cl	-5	-2	3.2	-4	-0.7	i	-4	-7	-6	5
Clc1ccc(N2COC3c4cccc5cccc(c45)C32)cc1 (stereo not drawn)	-18	4	1.7	-3	0.6	i	0	-3	2	12

(listing goes on)
SMILES	Scp-1 inhibitor	NRP1-CendR mod	LMPTP inh	SUMO1-SIM PPI	Tb MetRS inh	Neddyl block	DNMT1 inh	NadD inh	STEP block	SKN-1 inh
O=C(CSc1nc(-c2ccccc2)c(-c2ccccc2)o1)N1CCOCC1	-3	-4	-0.4	-2	-1.7	i	1	5	-2	11
CCOC(=O)Cc1csc(NC(=O)c2ccncc2)n1	28	0	-1.4	-3	0.2	i	3	-1	0	11
Cc1cc(C)c(C(O)c2ncc(-c3ccccc3Cl)[nH]2)c(C)c1 (stereo not drawn)	/	-23	1.1	1	-0.1	i	-13	-11	0	16
Cc1ccc(S(=O)(=O)N(CC(=O)N2CCCC2)C2CCCCC2)cc1	-1	8	-0.2	2	-0.2	i	0	-6	-1	7
CCc1cccc(C)c1NC(=O)C1CCN(c2nn3c(=O)cc(C)nc3s2)CC1	28	-2	-0.1	1	0.1	i	1	-1	2	3
Nc1nc(C23CC4CC(CC(C4)C2)C3)cs1	-9	3	-0.2	-4	-0.5	i	-2	1	-3	11
Cc1ccc(-c2ccc(CCC(=O)O)n2-c2cccc(C(=O)O)c2)cc1	-7	-10	0.5	1	-0.6	i	5	-5	2	-11
Cc1ccc(CN(C(=O)c2csnn2)C(C(=O)NC2CCCC2)c2ccc(C)o2)cc1 (stereo not drawn)	-8	0	-0.7	-3	-0.7	i	-2	-6	1	10
COC(=O)CC(C(=O)Nc1cc(C(=O)OC)cc(C(=O)OC)c1)N1CCN(C)CC1 (stereo not drawn)	0	-9	-1.7	1	-1.6	i	7	-5	-3	1
S=c1[nH]c(-c2ccccc2)cn1/N=C/c1ccccc1Br	4	-3	1.9	2	-0.3	i	-2	11	10	5
COc1ccc(Cc2nnc(SCC(=O)NC(C)c3ccccc3)o2)cc1 (stereo not drawn)	-7	-4	-0.9	-2	-0.8	i	2	-4	1	-3
Cc1ccc(S(=O)(=O)N2CCCCC2)cc1C(=O)NC1CC(C)(C)NC(C)(C)C1	-9	2	-2.4	7	-0.3	i	5	-6	2	2

Two compounds drawn at random from those above, as already listed:
SMILES	Scp-1 inhibitor	NRP1-CendR mod	LMPTP inh	SUMO1-SIM PPI	Tb MetRS inh	Neddyl block	DNMT1 inh	NadD inh	STEP block	SKN-1 inh
S=c1[nH]c(-c2ccccc2)cn1/N=C/c1ccccc1Br	4	-3	1.9	2	-0.3	i	-2	11	10	5
O=C(CSc1nc(-c2ccccc2)c(-c2ccccc2)o1)N1CCOCC1	-3	-4	-0.4	-2	-1.7	i	1	5	-2	11

New compounds follow.
SMILES	Scp-1 inhibitor	NRP1-CendR mod	LMPTP inh	SUMO1-SIM PPI	Tb MetRS inh	Neddyl block	DNMT1 inh	NadD inh	STEP block	SKN-1 inh
Cc1c(Cl)cccc1NC(=O)CCC(=O)N/N=C/c1ccco1	-5	9	0.7	-7	0.5	i	0	-4	3	12
Cc1nc(C(F)(F)F)nc(Nc2ccc(N=Nc3ccccc3)cc2)c1C#N	-4	0	-0.3	-2	1.4	i	13	-1	2	8
CCCCC(CCC(=O)Nc1ccccc1C(=O)OCC)C(=O)O (stereo not drawn)	-4	-2	-4.0	4	-0.5	i	-2	-3	0	-6
Cc1c(Cc2ccccc2)[n+](=O)c2ccccc2n1[O-]	/	2	-0.3	-25	-0.1	i	1	-2	-1	5
CN(c1ccccc1C(=O)NC1CCCCC1)S(=O)(=O)c1ccccc1	-1	-10	-0.3	0	0.2	i	1	-10	0	-1
O=C1C=CC[C@H](/C=C/C[C@@H](O)C[C@H](O)CCc2ccccc2)O1	4	-10	0.7	2	0.6	i	-8	-6	-4	8
Cc1[nH]c(C)c(S(=O)(=O)NCc2ccccc2Cl)c1C(=O)N1CCCC1	1	5	-2.3	0	-0.7	i	-2	-3	-1	-6
O=C(Nc1ccncc1)c1cc(-c2ccccn2)nc2ccc(Br)cc12	-3	-8	52*	1	0.0	i	19	-6	9	-7
COc1ccc(Cl)cc1NC(=O)C(C)N1CCc2ccccc21 (stereo not drawn)	2	23*	14	-2	-0.7	i	5	1	2	3
Cc1ccc(C(=O)CC2(O)C(=O)N(C)c3ccc(Br)cc32)c(C)c1 (stereo not drawn)	-9	10	-0.3	4	-0.2	i	-2	-4	0	11
CC1CN(S(=O)(=O)c2cccc(C(=O)NNC(=O)C(C)Oc3ccccc3F)c2)CC(C)O1 (stereo not drawn)	-3	-6	-0.4	8	0.1	i	-1	-4	-1	-11
Oc1ccc(CNC2CCCCC2)cc1	18	6	-2.1	-6	0.7	i	3	-1	0	10

As entered above.
Cc1c(Cl)cccc1NC(=O)CCC(=O)N/N=C/c1ccco1 in SKN-1 inh shows 12
O=C(Nc1ccncc1)c1cc(-c2ccccn2)nc2ccc(Br)cc12 in DNMT1 inh shows 19
Oc1ccc(CNC2CCCCC2)cc1 in NRP1-CendR mod shows 6
COc1ccc(Cl)cc1NC(=O)C(C)N1CCc2ccccc21 (stereo not drawn) in SKN-1 inh shows 3
CC1CN(S(=O)(=O)c2cccc(C(=O)NNC(=O)C(C)Oc3ccccc3F)c2)CC(C)O1 (stereo not drawn) in STEP block shows -1
Cc1nc(C(F)(F)F)nc(Nc2ccc(N=Nc3ccccc3)cc2)c1C#N in SKN-1 inh shows 8

(cont.)
SMILES	Scp-1 inhibitor	NRP1-CendR mod	LMPTP inh	SUMO1-SIM PPI	Tb MetRS inh	Neddyl block	DNMT1 inh	NadD inh	STEP block	SKN-1 inh
Cc1ccc(C)c(NC(=O)Cn2nnc(C(=O)NCc3ccco3)c2N)c1	-4	-3	-0.9	3	0.5	i	2	1	-1	-11
C/C(CC(=O)Nc1cccnc1)=N/NC(=O)COc1ccc(Cl)cc1Br	-11	5	1.5	-1	0.1	i	-6	-3	1	-1
NC(=O)Cn1c(=O)n(-c2ccccc2)c(=O)c2oc3ccccc3c21	0	7	-1.2	-1	-0.4	i	-9	-1	-4	-5
O=C1C2C3CCC(O3)C2C(=O)N1c1nccs1 (stereo not drawn)	-8	5	-2.4	22	-0.1	i	0	-1	0	-22
COc1cc(CN2CCC(n3nccc3NC(=O)c3ccc4c(c3)OCO4)CC2)ccc1O	-7	0	0.1	4	-0.4	i	-1	-6	1	-23
CC(/C=N/NC(=S)Nc1cccc(S(=O)(=O)N(C)C)c1)c1ccccc1 (stereo not drawn)	-5	5	-2.8	4	0.2	i	-9	4	2	-5
CCOC(=O)C1(CCOc2ccccc2)CCN(Cc2ccc3c(c2)OCCO3)CC1	6	1	0.5	1	0.3	i	9	-11	-3	1
O=C(c1ccccc1)C1CCN(C(=O)C2CCC(=O)N(Cc3ccccc3F)C2)CC1 (stereo not drawn)	-5	14	-0.5	2	-0.2	i	2	1	-1	14
CC1CN(S(=O)(=O)N2CCOCC2)CCN1S(=O)(=O)N1CCOCC1 (stereo not drawn)	-3	9	0.3	-2	-0.8	i	5	8	1	4
CN1CCN(S(=O)(=O)c2ccc(NC(=O)c3ccccc3F)cc2)CC1	-6	1	-2.8	6	-0.7	i	3	2	-1	2
Cc1ccc(CN2CCC(C(=O)NCCC(C)C)CC2)o1	-2	-7	-2.2	0	0.6	i	1	0	-1	-1
COC(=O)CNC(=O)c1cccc(Cl)c1	-11	-8	-0.4	-2	-0.5	i	-2	-9	2	10
